Source: PubChem
Apaf-1 inh: inhibitors of human Apaf-1 apoptosome, primary screen, biochemical, DEVD-Rh110 fluorescence, uHTS; reconstituted apoptosome caspase-3 activity; inhibition, % at 20 µM; 0.71% of 330,000 active; AID 489030, 2010; active = inhibition of at least 40% at 20 µM;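 also: plate controls were DMSO wells for no effect and DEVD-CHO caspase inhibitor wells for full effect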
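System: reconstituted apoptosome with Apaf-1, cytochrome c, caspase-9, procaspase-3, dATP; Signal: Rh110 fluorescence intensity; Schedule: 30 min compound preincubation, 50 min activation, room temperature; Reagent: cytochrome c trigger plus (Z-DEVD)2-Rh110 caspase-3 substrate.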
SENP8 block-1: SENP8 protease inhibitors, primary screen, biochemical, luminescence; Sentrin-specific protease 8 (Homo sapiens), Q96LD8; purified SENP8, Z-RLRGG-aminoluciferin cleavage; inhibition, % at 10 µM; 1.2% of 330,000 active; AID 2540, 2010; in the data active = inhibition above about 50%
PfG6PD inh: PfG6PD enzyme inhibitors, primary screen, biochemical, fluorescence intensity, uHTS | glucose-6-phosphate dehydrogenase-6-phosphogluconolactonase (Plasmodium falciparum 3D7) | PfGluPho enzyme, NADPH resazurin-diaphorase fluorescence | inhibition, % at 20 µM | 0.78% of 350,000 active | AID 504690, 2011;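 active = inhibition reaching at least a set limit at 20 µM in the primary screen, cut at about 59% in these data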;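 also: 0% = DMSO wells with substrate and 100% = DMSO wells lacking glucose-6-phosphate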
SENP7 block: SENP7 protease inhibitors, primary screen, biochemical, luminescence, uHTS; recombinant SENP7, Z-RLRGG-aminoluciferin luminescence, 40 min; 1.5% of 330,000 active; inhibition, % at 5 µM;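 active = inhibition above about 50% at the single test dose, limit read from the data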;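 also: plate controls were DMSO with enzyme for no effect and no enzyme buffer wells for full effect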
Target sequence (Q9BQF6 706-1050 limits assumed): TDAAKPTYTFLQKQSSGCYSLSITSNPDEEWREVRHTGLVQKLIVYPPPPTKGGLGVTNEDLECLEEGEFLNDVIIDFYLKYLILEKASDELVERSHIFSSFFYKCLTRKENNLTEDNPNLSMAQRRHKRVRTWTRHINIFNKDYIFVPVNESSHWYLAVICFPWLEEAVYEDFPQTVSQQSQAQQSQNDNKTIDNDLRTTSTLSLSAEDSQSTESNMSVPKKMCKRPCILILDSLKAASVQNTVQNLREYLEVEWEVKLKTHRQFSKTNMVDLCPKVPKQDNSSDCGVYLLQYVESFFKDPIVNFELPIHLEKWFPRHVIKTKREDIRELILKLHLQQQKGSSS
SENP1 inh: human SENP1 catalytic domain inhibitors, primary screen, biochemical, FRET, uHTS | inhibition, % at 10 µM | 0.21% of 360,000 active | recombinant SENP1 catalytic domain, CyPet-SUMO1-YPet FRET cleavage | Sentrin-specific protease 1 (Homo sapiens), Q9P0U3 | AID 624204, 2012;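 active = inhibition at least 30% at 10 µM, raw YFP signal under a set limit, fluorescence ratio 0.5 to 1.5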;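 also: 0% = enzyme with DMSO and 100% = no enzyme wells; some results filed as inactive read as strong as hits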
Target sequence (Q9P0U3 419-644 limits assumed): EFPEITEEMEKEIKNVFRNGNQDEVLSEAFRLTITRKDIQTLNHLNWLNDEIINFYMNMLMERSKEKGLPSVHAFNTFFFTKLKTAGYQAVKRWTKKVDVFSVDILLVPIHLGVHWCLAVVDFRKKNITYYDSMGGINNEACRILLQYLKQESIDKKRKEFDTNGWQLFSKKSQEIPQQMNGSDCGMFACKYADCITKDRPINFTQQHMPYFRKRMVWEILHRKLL
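Assay system – human recombinant His6-tagged SENP1 catalytic domain enzyme · Input – SENP1 enzyme, 20 pM final · Buffer or medium – Tris pH 8 buffer plus EDTA, NaCl, BME, BSA, NP40, catalase · Schedule – 50 min reaction at room temperature · Technique – FRET read of cyan and yellow fluorescence · Control set – no-enzyme wells low, DMSO-plus-enzyme wells high control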
SENP8 block-2: human SENP8 protease inhibitors, primary screen, biochemical, fluorescence, Nedd8 protein substrate, uHTS | Sentrin-specific protease 8 (Homo sapiens), Q96LD8 | recombinant SENP8 | inhibition, % at 20 µM | 0.64% of 360,000 active | AID 602440, 2012; in the data active = inhibition mostly above about 40%, no sharp cut-off; inactive = mostly below about 27%
SENP6 inh: SENP6 protease inhibitors, primary screen, biochemical, luminescence, uHTS; inhibition, % at 10 µM; Sentrin-specific protease 6 (Homo sapiens), Q9GZR1; 1.8% of 330,000 active; Recombinant SENP6 catalytic domain, aminoluciferin luminescence; AID 2599, 2010;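 active = inhibition above about 50% at the single tested dose, limit read from the data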;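 also: plate controls were DMSO wells with enzyme for no effect and DMSO wells lacking enzyme for full effect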
Target sequence (Q9GZR1 628-1112 limits assumed): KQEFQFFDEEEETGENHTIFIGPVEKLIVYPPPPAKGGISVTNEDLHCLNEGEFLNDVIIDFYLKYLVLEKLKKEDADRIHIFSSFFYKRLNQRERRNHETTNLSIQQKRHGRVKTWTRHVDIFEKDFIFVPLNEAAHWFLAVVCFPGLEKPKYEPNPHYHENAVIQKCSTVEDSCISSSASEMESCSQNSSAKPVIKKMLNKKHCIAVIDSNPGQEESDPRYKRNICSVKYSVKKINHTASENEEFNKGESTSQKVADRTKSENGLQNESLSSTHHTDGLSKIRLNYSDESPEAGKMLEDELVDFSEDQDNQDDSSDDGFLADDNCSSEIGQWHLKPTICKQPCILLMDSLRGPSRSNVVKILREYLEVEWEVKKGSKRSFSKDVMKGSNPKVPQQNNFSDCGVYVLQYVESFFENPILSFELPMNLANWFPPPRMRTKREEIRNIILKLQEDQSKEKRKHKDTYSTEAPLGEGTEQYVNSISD
HKDC1 inh: HKDC1 hexokinase inhibitors, primary screen, biochemical, fluorescence, uHTS; Q2TB90; recombinant HKDC1, G6PDH/diaphorase resazurin coupled fluorescence; inhibition, % at 20 µM; 0.16% of 340,000 active;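 active = inhibition above about 35% when tested at 20 µM, limit read from the data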;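 also: plate controls were DMSO wells with enzyme for no effect and DMSO wells lacking enzyme for full effect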
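Test system: recombinant HKDC1 (HK5) hexokinase enzyme, produced in-house / Doses: 20 µM test compound, 1% DMSO / Timing: 90 min, room temperature / Detection: G6PDH/diaphorase-coupled fluorescence, 1 mM NADP, 100 µM resazurin, 525/613 nm / Control set: DMSO wells with and without enzyme mix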
Active calls of the source: *; x = no result given; & = joins results of further samples.

Every second line gives: Apaf-1 inh | SENP8 block-1 | PfG6PD inh | SENP7 block | SENP1 inh | SENP8 block-2 | SENP6 inh | HKDC1 inh
O=C(N1CCCCCC1)n1c(Cc2ccccc2)nc2ccccc21
 : 2 | 0 | -8 | -4 | 1 | 24 | -3 | 1
CCN(CC(=O)Nc1c(F)cccc1F)C(=O)c1cccc(S(=O)(=O)NCc2ccccc2)c1
 : -8 | -3 | 2 | -1 | -1 | 14 | 7 | -3
Cc1ccc(S(=O)(=O)N2CCN(Cc3ccccc3)CC2)s1
 : 16 | -20 | 0 | -9 | 0 | 12 | -37 | -4
C=CCNC(=S)/N=c1/ccccn1Cc1ccccc1
 : -10 | 11 | -3 | 2 | -2 | -61 | -6 | -6
COc1cccc(C2CC(c3c(Cl)cccc3Cl)n3nc(N)nc3N2)c1 (configuration not stated)
 : 5 | -6 | 13 | -7 | -1 | -3 | -6 | -6
COc1cc(OC)cc(C(=O)Nn2cc(C(=O)Nc3ccc(F)cc3F)c3ccccc3c2=O)c1
 : -3 | -10 | -13 | 5 | 0 | -1 | -27 | 9
COc1ccc(CN(C(=O)c2snc(C(N)=O)c2N)C(CC(C)C)C(=O)NC2CCCCC2)cc1 (configuration not stated)
 : 22 | 1 | 19 | 4 | -15 | -305 | -19 | 3
CN(C/C=C/c1ccccc1)Cc1cccc2ccccc12
 : 15 | -11 | 22 | -3 | -12 | 2 | -6 | -2
CCc1ccc(N=C2NC(=O)/C(=C/c3cc(Br)c(OCC(=O)O)c(OC)c3)S2)cc1
 : -99 | -8 | -32 | -4 | -4 | -134 | 4 | 29
C/C(=N\NC(=O)c1cccnc1)c1cc2ccccc2o1
 : -13 | 3 | 0 | -4 | 4 | -3 | 7 | -10
CCCNS(=O)(=O)c1cc(Cl)ccc1OC
 : -8 | -6 | -7 | -5 | 2 | 13 | 8 | -9
Cc1cc2nc(-c3ccc(SCc4ccc(C(=O)O)cc4)nc3)[nH]c2cc1C
 : x | x | 72* | x | -3 | -384 | x | -1
Cc1ccc(N2C(=O)CCC2(C#N)c2ccccc2)cc1 (configuration not stated)
 : 0 | -6 | -2 | -3 | -1 | 16 | -32 | -3
COc1cc(S(=O)(=O)n2nnc3ccccc32)c(OC)cc1Cl
 : 5 | -9 | 15 | -2 | 0 | 10 | -18 | 9
COc1ccc(C(NC(=O)C2C3C=CC(C3)C2C(=O)O)c2ccccc2)cc1 (configuration not stated)
 : -4 | -5 | -10 | 2 | 3 | 28 | -7 | 2
O=C(NCCS(=O)(=O)NC1CCCC1)c1ccc(F)cc1
 : -9 | 0 | 9 | -8 | -1 | 16 | -12 | -7
O=C(Nc1cccc(-c2nn[nH]n2)c1)c1csc2c1CCCC2
 : 0 | -3 | 8 | 1 | 1 | 13 | 5 | -5
O=C(NCc1cccc(C(F)(F)F)c1)c1cccc2c1C(=O)c1ccc(N3CCC(Cc4ccccc4)CC3)cc1S2(=O)=O
 : 10 | -5 | -4 | -12 | -27 | -17 | -13 | -5
CC1CCN(C(=O)CNC(=O)c2ccc(Br)o2)CC1
 : -8 | -14 | -11 | -8 | 1 | 14 | -22 | 2
COc1cc(-c2nnc(-c3ccccc3)o2)cc(OC)c1OC
 : 8 | 4 | 9 | 1 | 0 | -494 | -1 | 2
CSC(=NC#N)N1CCN(c2ccc([N+](=O)[O-])cc2)CC1
 : -3 | 6 | -3 | -3 | -1 | 20 | 17 | -2
CC(C)[C@H](NC(=O)[C@H](CC(=O)O)NC(=O)[C@H](CCCCN)NC(=O)[C@@H](N)CCCN=C(N)N)C(=O)N[C@@H](Cc1ccc(O)cc1)C(=O)O
 : -7 | 0 | x | 8 | x | x | -10 | x
C=C1CCN([C@@H](Cc2ccccc2)C(=O)NCCC(C)C)S(=O)(=O)c2ccccc21
 : 6 | 3 | 20 | -8 | -2 | 13 | 5 | -1
C#CCOCCOCCOCCNc1nc(N2CCN(C(=O)CCCCCCCCCCNC(=O)[C@H](CCCCN)n3cc(CCO)nn3)CC2)nc(N2CCN(C(=O)CCCCCCCCCCNC(=O)[C@@H]([C@H](C)O)n3cc(C)nn3)CC2)n1
 : 59* | 3 | 66* | 5 | -3 | 20 | -9 | 0
C[C@H](CCC(=O)NCC(=O)O)[C@H]1CC[C@H]2[C@@H]3[C@H](O)C[C@@H]4C[C@H](O)CC[C@]4(C)[C@H]3C[C@H](O)[C@]12C
 : 35&-4 | -6&-1 | -25&-8&-12 | -6&-1 | 0&0&1 | 6&5&5 | -26&-6 | -2&-8&-4
CCOc1cc(S(=O)(=O)NC2CC2)c(OCC)cc1-n1cnnn1
 : -13 | 1 | 1 | 0 | 3 | -190 | -6 | -2
O=C(CN1C2=NCCCN2c2ccccc21)c1ccc2c(c1)OCO2
 : -6 | 1 | -2 | 0 | 2 | -2 | 1 | -13
O=C(CCNS(=O)(=O)c1cccc2nonc12)Nc1ccc(Cl)cc1
 : 9 | -8 | 10 | 5 | 4 | -1 | -10 | -2
Cc1ccn2cc(C(=O)Nc3cccc(C(=O)NC4CC4)c3)nc2c1
 : 6 | -3 | -2 | 2 | 2 | -22 | -2 | 3
CSCCC(NC(=O)c1ccccc1Br)C(=O)NCC(C)(C)N1CCOCC1 (configuration not stated)
 : 10 | -15 | 9 | 12 | 1 | 9 | -16 | -4
O=C(CC1SC(=NCC2CCCO2)NC1=O)Nc1cccc2ccccc12 (configuration not stated)
 : 3 | -1 | -4 | -6 | -2 | 1 | 5 | -7
CCCCC(CC)C(=O)Nc1ccc(Cl)cn1 (configuration not stated)
 : 5 | 8 | -7 | -1 | 1 | 24 | 0 | -2
C=CCn1c(SCC(N)=O)nnc1-c1cnccn1
 : -18 | -2 | -3 | -13 | 3 | 6 | -6 | -5
CSc1ccccc1NC(=O)COc1ccc(S(=O)(=O)N2CCCC2)cc1
 : -3 | 1 | 9 | 9 | 1 | 11 | -10 | -1
NC(=O)c1ccc(-n2c(CCC(=O)O)ccc2-c2cccs2)cc1
 : -7 | -2 | -14 | -4 | -12 | -45 | 3 | -6
CN1CCN(CC(=O)Nc2cc(N3CCOCC3)ccc2[N+](=O)[O-])CC1
 : 3 | -5 | 13 | -4 | -2 | 8 | -12 | -6
COCCCNC(=S)N1CCN(C(c2ccccc2)c2ccccc2)CC1
 : 20 | 11 | -19 | 0 | -1 | 14 | 2 | 5
COCCN(C(=O)CC1C(=O)NCCN1CC(c1ccccc1)c1ccccc1)C(C)C (configuration not stated)
 : -10 | 0 | 1 | 0 | -2 | 10 | 1 | 0
CC(=O)NS(=O)(=O)c1ccc(NC(=O)CC23CC4CC(CC(Br)(C4)C2)C3)cc1
 : 4 | -5 | -20 | 11 | 0 | 13 | -16 | -3
Cc1ccnc(NC(=O)c2ccccc2NC(=O)c2ccc(Cl)cc2Cl)c1
 : 11 | -19 | 12 | 5 | 0 | 7 | -28 | -1
CC1(C)Cc2cccc(OCC(O)CN3CCN(c4ccccn4)CC3)c2O1 (configuration not stated)
 : x | x | 4 | x | 1 | 24 | x | -5
CCOC(=O)C(C)(C)n1nnc(-c2ccc([N+](=O)[O-])cc2)n1
 : 8 | 5 | 9 | 0 | 0 | 19 | 0 | -14
CCOC(=O)CC(C)(C)/C(C)=N/Nc1ccc([N+](=O)[O-])cc1[N+](=O)[O-]
 : 12 | 4 | -4 | 9 | 2 | 19 | 11 | 10
O=C(Nc1ccc2oc(=O)c(C(=O)O)cc2c1)Oc1ccccc1
 : x | x | 9 | x | 2 | -339 | x | -5
O=C(COC(=O)CCN1C(=O)C2CC=CCC2C1=O)Nc1ccc([N+](=O)[O-])cc1 (configuration not stated)
 : 6 | -9 | -3 | -6 | 0 | 30 | -30 | 1
CCNc1nc(Oc2ccc(C(=O)OCC)cc2)nc(SC)n1
 : 1 | 4 | 6 | 2 | 0 | 6 | 7 | 0
O=C(CSc1nnc(-c2ccc(O)cc2)o1)NNC(=O)c1ccncc1
 : 2 | -2 | 1 | -8 | 1 | 8 | -11 | -9
CCNc1c([N+](=O)[O-])c(=O)oc2ccccc12
 : -1 | 10 | 13 | 5 | 2 | 10 | -29 | -5
COc1ccc(OC)c(NC(=O)CSc2nncc3ccccc23)c1
 : -2 | -7 | -13 | -10 | 0 | 5 | -4 | -1
C=CCn1c(-c2cccc(OC)c2OC)n[nH]c1=S
 : -10 | 4 | 25 | 2 | 0 | 23 | -7 | -5
Cc1n[nH]c(C)c1C(=O)CC1(O)C(=O)N(CCc2ccccc2)c2ccc(Cl)cc21 (configuration not stated)
 : 14 | -9 | -3 | -10 | 0 | 8 | -13 | 3
O=C(/C=C/c1ccccc1)N/C(=C/c1ccccc1)C(=O)Nc1ccc(C(=O)O)cc1
 : -1 | 0 | -17 | 4 | 5 | 26 | 7 | -1
CCN(CC(=O)Nc1ccc(NC(C)=O)cc1)C(=O)c1cc(CN2C(=O)c3ccccc3C2=O)ccc1OC
 : 12 | -3 | 7 | -1 | 2 | 11 | -23 | 1
O=C1OCCC1Sc1nnc(-c2cccs2)n1Cc1ccccc1 (configuration not stated)
 : -4 | -8 | 6 | -7 | 0 | 5 | -2 | -14
Cc1occc1C(=O)Nc1ccc(S(=O)(=O)N2CCN(C)CC2)cc1
 : -10 | 6 | -1 | 2 | 1 | 5 | -16 | -6
CN(CC(=O)NC(=O)Nc1ccccc1F)Cc1ccccc1
 : 13 | 13 | 8 | -1 | 1 | 13 | -8 | -3
O=C(CSc1nc(O)c(-c2ccccc2)c(=O)[nH]1)N1CCOCC1
 : -11 | 3 | -23 | -6 | 2 | 17 | 4 | -3
COc1cccc(CNC(=O)CN2C(=O)COc3ccc(S(=O)(=O)N4CCOCC4)cc32)c1
 : 5 | -12 | -5 | -14 | 1 | 10 | -8 | -8
Fc1cccc(Cl)c1CSc1ccc(-c2cccnc2)nn1
 : -13 | -5 | 16 | 7 | -1 | 10 | -13 | -1
CCN(C(=O)COC(=O)/C=C/c1ccc(OC(F)F)c(OC)c1)C1CCS(=O)(=O)C1 (configuration not stated)
 : -12 | 0 | 7 | -3 | 1 | -58 | -16 | -6
Cn1cccc1-c1cc(C(=O)O)[nH]n1
 : 2 | -5 | -3 | -2 | -1 | 0 | -7 | 2
C#CCNC(=O)C1=C[C@@H](c2ccc(C(F)(F)F)cc2)C[C@@H](OCCCCO)O1
 : -3 | 1 | 14 | -3 | -12 | -58 | 2 | -1

2 compounds drawn at random from those above, as already listed:
Every second line gives: Apaf-1 inh | SENP8 block-1 | PfG6PD inh | SENP7 block | SENP1 inh | SENP8 block-2 | SENP6 inh | HKDC1 inh
COc1ccc(OC)c(NC(=O)CSc2nncc3ccccc23)c1
 : -2 | -7 | -13 | -10 | 0 | 5 | -4 | -1
COc1cccc(CNC(=O)CN2C(=O)COc3ccc(S(=O)(=O)N4CCOCC4)cc32)c1
 : 5 | -12 | -5 | -14 | 1 | 10 | -8 | -8
